hcGAS inh: Primary biochemical luminescence assay for human cyclic GMP-AMP synthase inhibitors; recombinant h-cGAS, ATP depletion, Kinase-Glo luminescence; inhibition, % at 12.5 µM; 290,000 compounds, 0.081% hits; AID 1259398, 2018;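 note: 0% = vehicle reaction and 100% = reaction without DNA for no activity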
Target sequence (Q8N884 whole entry, looked up): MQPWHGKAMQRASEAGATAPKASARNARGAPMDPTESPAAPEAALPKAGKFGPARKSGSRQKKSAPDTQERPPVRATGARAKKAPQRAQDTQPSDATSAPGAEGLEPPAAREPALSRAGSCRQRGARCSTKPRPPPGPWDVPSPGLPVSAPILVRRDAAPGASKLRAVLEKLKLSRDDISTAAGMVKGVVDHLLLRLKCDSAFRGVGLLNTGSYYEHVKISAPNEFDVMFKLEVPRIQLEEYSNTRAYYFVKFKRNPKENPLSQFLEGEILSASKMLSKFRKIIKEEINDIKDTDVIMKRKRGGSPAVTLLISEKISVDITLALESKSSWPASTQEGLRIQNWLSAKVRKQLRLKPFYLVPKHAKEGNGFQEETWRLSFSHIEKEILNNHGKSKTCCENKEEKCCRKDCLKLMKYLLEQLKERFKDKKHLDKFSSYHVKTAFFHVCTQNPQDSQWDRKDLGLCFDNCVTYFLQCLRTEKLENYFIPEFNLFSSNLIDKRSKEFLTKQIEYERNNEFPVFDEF
NPYLR7 ag: agonists of mosquito NPYLR7 receptor, primary screen, cell-based, Aedes aegypti, calcium fluorescence, mosquito biting behavior | activation, % at 10 µM | AID 1259423, 2018 | HEK293T NPYLR7/Galpha15, GCaMP6s calcium fluorescence | 270,000 compounds, 0.15% hits | Aedes aegypti neuropeptide Y-like receptor 7 (NPYLR7); in the data active = activation above about 40%;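 note: 0% = vehicle and 100% = reference agonist at the receptor; some compounds past the cut are filed as inactive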
mcGAS lum: cyclic GMP-AMP synthase inhibitors, mouse, primary biochemical chemiluminescence | Q8C6L5 | recombinant cGAS, Kinase-Glo ATP depletion luminescence | inhibition, % at 12.5 µM | 160,000 compounds, 0.15% hits;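 note: 0% = negative control wells and 100% = reference inhibitor with no enzyme activity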
The depositor's hits bear a star; · = no result given; & = joins results of further samples. Cut-off read from the data, not from the text of the source, unless noted: active = inhibition above about 40%; inactive = the rest.

SMILES	hcGAS inh	NPYLR7 ag	mcGAS lum
COc1cc(CSc2ncc(CO)n2CC(=O)NC(C)C)cc(OC)c1	1.9	8.1	·
CCCC1CCCN(C(=O)c2cc3ccccc3cc2O)CC1 (stereo not given)	-1.8	5.0	·
CCc1ncc2c(n1)CN(C(=O)c1ccc3c(c1)nnn3C)C2	-7.5	1.9	-9.7
CSc1ncc(Cl)c(C(=O)Nc2ccccc2F)n1	-4.6	2.1	·
O=C(CCC(=O)N1CCc2c([nH]c3ccccc23)C1)NC(c1ccccc1)c1ccccn1 (stereo not given)	-3.2	-6.9	-4.7
CN(C)c1ccc(/C=C2/SC(=S)N(CC(=O)O)C2=O)cc1	2.7	70.8*	-8.1
COc1ccccc1/C=C/C=C1\N=C(c2ccc(-c3ccccc3)cc2)OC1=O	-3.6	1.4	·
CCOc1ncccc1CN1CCC(C(=O)N2CCCC2C2CCCCC2)CC1 (stereo not given)	-3.1	-3.5	·
O=C(CCC(=O)N1CCN(S(=O)(=O)c2ccc(Cl)cc2)CC1)NCC1CCCO1 (stereo not given)	-7.8	1.5	-4.6
CCN1CCC(NC(=O)CN2CCCC2Cn2nc(C)nc2C)CC1 (stereo not given)	-9.7	0.3	·
C=CCn1c(SCc2ccc(C(=O)OC)o2)nnc1-c1ccc(F)cc1	-5.0	-1.5	-3.7
COc1ccc(C(=O)N2CCCC2(C)C(=O)O)cc1C(F)(F)F (stereo not given)	-13.7	-1.3	·
Cc1cccc(Nc2ncccc2C(=O)NC2CCSC2)c1C (stereo not given)	-3.4	-4.7	-1.9
NNc1nncc2ccccc12	0.0&-4.3&-5.0&-1.6	-6.8&24.0&13.2&0.2	-10.9&-3.6
CC(C)(C)n1nc2c(c1NC(=O)c1cccc3ccccc13)CS(=O)(=O)C2	-4.5	-4.4	·
Cc1ccsc1-c1nc(CN(CCO)Cc2cccs2)c(C)o1	-0.8&-8.6	2.3&2.7	·
Nc1[nH]n(-c2ccccc2)c(=O)c1N=Nc1ccc(-c2ccccc2)cc1[N+](=O)[O-]	4.3	-13.6	2.3
Cc1cccc(CN2CCC(C(=O)Nc3ccc(Oc4ccccc4F)cc3)CC2)n1	3.3	3.5	·
COC1CCN(C(=O)c2cccn2-c2cccc(I)c2)CC1	-13.4	4.6	·
CC1(C)C2CCC1(C)C(OC(=O)C1CCCN(S(C)(=O)=O)C1)C2 (stereo not given)	-6.4	4.6	-14.1
CCn1ccnc1CN1CC[C@@H](c2ccc3c(c2)OCO3)[C@H](O)C1	-7.6	11.0	·
COc1cccc(-c2cc(C(=O)N3CCN(C(=O)Nc4cccc(Cl)c4Cl)CC3)c(C)n2-c2ccccc2)c1	-5.4	21.1	-5.0
COc1ccc(C(=O)N2C[C@@H]3CN(CC(C)C)CC[C@]3(CO)C2)c(OC)n1	16.6	·	5.0
Cc1ccc(CN2CCC(CN(C)Cc3nccs3)CC2)o1	-5.0	3.9	-9.3
O=C(NC1CCCCNC1=O)c1ccc(=O)n(Cc2ccccc2)c1 (stereo not given)	-2.1	-6.6	-0.5

The closing four compounds of the part before are carried over, then new ones follow.
SMILES	hcGAS inh	NPYLR7 ag	mcGAS lum
COc1cccc(-c2cc(C(=O)N3CCN(C(=O)Nc4cccc(Cl)c4Cl)CC3)c(C)n2-c2ccccc2)c1	-5.4	21.1	-5.0
COc1ccc(C(=O)N2C[C@@H]3CN(CC(C)C)CC[C@]3(CO)C2)c(OC)n1	16.6	·	5.0
Cc1ccc(CN2CCC(CN(C)Cc3nccs3)CC2)o1	-5.0	3.9	-9.3
O=C(NC1CCCCNC1=O)c1ccc(=O)n(Cc2ccccc2)c1 (stereo not given)	-2.1	-6.6	-0.5
COc1ccc(C(=O)O)cc1S(=O)(=O)N1CCCN(C(C)=O)CC1	-6.5	21.7	-17.4
CCCC1(CNC(=O)c2c(C)oc3ncn(C)c(=O)c23)CCC1	-4.9	-3.2	·
CCCCCC(=O)N(CC(=O)N(CCc1c[nH]c2ccccc12)Cc1ccc(Cl)c(Cl)c1)C1CC1	-2.5	12.6	-5.5
CCCN(Cc1ccccc1OC)C(=O)C1CC(=O)c2ccccc21 (stereo not given)	-2.4	-2.4	·
CNc1cncc(-c2ccc(CO)cc2)n1	-6.8	2.9	·
COC(=O)c1ccc(COC(CN2CCN(C(=O)c3snnc3C)CC2)c2cccc(OC)c2)cc1 (stereo not given)	-4.2	·	-6.4
CCCC(=O)N(CCCOC)CC(=O)N(CCc1c[nH]c2ccccc12)Cc1ccc(C(F)(F)F)cc1	0.0	3.1	-3.1
COc1ccc(CCOC(=O)C2CCCCN2C(=O)C(OC(C)=O)c2ccccc2)cc1OC (stereo not given)	-8.3	-6.9	-3.9
COc1cc2c(C#N)c(N3CCNCC3)nc(N)c2c(N)n1	0.0	2.4	·
OCC1O[C@H](O)C(Cl)C(O)C1O (stereo not given in full)	-6.0	-5.2	-4.6
CC(C)c1ccc(S(=O)(=O)Nc2ccccn2)cc1	-5.1	-0.3	-7.6
Cc1cccc(Nc2ccc(NCCNC(=O)/C=C/c3ccccc3)nn2)n1	-11.6	10.0	·
NC(=O)c1cccc(CC2CCN(C(=O)Cc3ccc(F)c(F)c3F)C2)c1 (stereo not given)	-5.4	8.4	·
Cc1nnc(-c2ccccc2-c2ccc(S(C)(=O)=O)cc2)o1	-4.4	20.7	-17.1
CC(C)CN(Cc1c(-c2ccccc2)noc1N1CCSCC1)C(=O)NC(C)C	-2.0	-8.6	-1.0
CC1CCC(NC(=O)COc2ccccc2Br)CC1 (stereo not given)	-9.1	-5.9	·
CCOC(=O)c1c(C)c(C(=O)CN(C(=O)C2C[C@H]2c2ccccc2)C(C)C)c(C)n1C (stereo not given in full)	-4.7	-8.7	-4.8
Cn1nnnc1SCC1=C(C(=O)O)N2C(=O)[C@@H](NC(=O)[C@H](O)c3ccccc3)[C@H]2SC1	-6.3	-3.3	-3.4
C=CCn1oc(=O)n(-c2ccc(OC)cc2)c1=O	2.0	6.9	·
Cn1cccc1C(=O)N1CCN(CC(OCc2ccc(C(F)(F)F)cc2)c2ccc(Cl)cc2)CC1 (stereo not given)	-6.6	-1.0	-5.8
CN(C)S(=O)(=O)CCNC(=O)[C@@H](N)CC1CCCCC1	-5.9	25.8	-15.9
C=CCOc1c(Cl)cc(C2c3cc4c(cc3OC(=N)C2C#N)OCO4)cc1OC (stereo not given)	-7.8	6.7	·
O=C(Cn1cnc2ccccc21)N1CCCC(CO)(Cc2ccccc2F)C1 (stereo not given)	-9.0	20.1	·
COc1ccc(-c2cnc3ncnn3c2NCCC2CCCN2C)cc1OC (stereo not given)	-7.9	0.9	-11.1
Cc1c(OCC(N)=O)ccc2c3c(c(=O)oc12)CCCC3	-1.2	0.0	-4.4

Further entries follow.
SMILES	hcGAS inh	NPYLR7 ag	mcGAS lum
CC1(C(=O)O)CCN1C(=O)Cc1ccsc1 (stereo not given)	-7.5	2.1	·
Cc1ccc(S(=O)(=O)n2cc(/C=C\C(=O)NC(c3ccc(S(C)(=O)=O)cc3)c3cccc(N(C)C)c3)c3ccccc32)cc1 (stereo not given)	-8.2	-3.0	-3.6
Cc1ccc(-c2nc3c(C)cccn3c2NC(C)(C)C)cc1	-0.2&2.4	-5.1	-0.9&0.1
CCOc1ccc2c(c1)C(C)=CC(C)(C)N2	-3.9&-9.9	-1.4	-4.5&-4.4
Cc1cc2ccccc2n1CCC(=O)N1CCN2CCNC(=O)C2C1 (stereo not given)	-6.8	5.7	·
CCN(Cc1ccncc1)C(=O)CCNC(=O)c1ccc(F)cc1	-3.3	12.0	-14.9
COc1ccc(C2=N/C(=C\c3ccc(C(C)C)cc3)C(=O)O2)cc1[N+](=O)[O-]	-3.5	-0.1	-5.8
COc1ccccc1OCc1nc(C(=O)NCc2ccncc2)cs1	-5.1	3.8	-5.0
CCc1nnsc1C(=O)N1CCN(CC(=O)NC2CC2)CC1	-2.9	1.3	·
CC1(C(=O)Nc2ccc3c(c2)OCO3)CCN1C(=O)CCc1ccc(Cl)cc1Cl (stereo not given)	17.4	-1.3	2.4
CC(C)Oc1ccc(S(=O)(=O)N2CCOCC2)cc1NC(=O)CCl	0.9	-6.8	·
COc1cc(-c2cccs2)cc2c1OCCN(CC(=O)N1CCOCC1)C2	-3.5	-4.1	-1.8
CC(c1cccc(-c2ccc(-c3nc(C4CC4)no3)cn2)c1)N1CCCC1 (stereo not given)	-7.3	-2.8	·
Cc1cccnc1CN1CCN(C(=O)c2cnn3ccn(C)c23)CC1	-7.1	1.9	-13.4
COCc1cc(N2CCN(Cc3ccccc3)CC2)nc(SCc2ccc(C(=O)NCc3ccco3)cc2)n1	3.8	-9.8	-0.5
CCN(CC)C(=O)COc1cc2sc(C)nc2c2sccc12	5.0	2.3	·
CN(C)c1c(Cl)cccc1NC(=O)NCc1ccoc1	-5.0	7.9	·
CCOc1ccccc1C(=O)Nc1ccc(N2CCN(C(=O)Cc3cccs3)CC2)nc1	-2.7	-6.6	-3.1
CC(c1ccccc1)n1cnnc1Cn1cccn1 (stereo not given)	-10.1	-1.2	·
CC(C)(Oc1ccc2c(c1)CCC2)C(=O)NCC1(O)CCCNCC1 (stereo not given)	-9.2	16.7	·
CS(=O)(=O)c1cc(C(=O)Nc2cc(Cl)ccc2F)ccc1Cl	10.7	-2.0	·
CSc1ncc(CNC(=O)C(C)n2ccnc2C(C)C)n1C (stereo not given)	-5.4	6.1	-14.4
O=C(NC1CCN(C(=O)C2(c3ccccc3)CC2)CC1)C1CCC1	0.9	-23.1	·
CNC(=S)N(CCc1ccc(OC)c(OC)c1)C1CC(=O)N(c2ccccc2)C1=O (stereo not given)	0.2	4.2	-3.6
O=S(=O)(/C=C/c1ccccc1Cl)NCc1nc(C2CC2)no1	-4.0	7.3	-15.3

Other entries:
SMILES	hcGAS inh	NPYLR7 ag	mcGAS lum
C=CCOc1cccc(CNn2nnnc2N)c1	-5.2	0.9	·
Cc1ccccc1CNc1ncnc2c1ncn2C1OC(CO)C(O)C1O (stereo not given)	-10.0	77.8*	-6.2
CCC(O)CN(Cc1ccc(C)s1)C(C)C (stereo not given)	-7.2	3.8	-8.9
CCN(Cc1nc2cc(Cl)ccc2c(=O)[nH]1)Cc1cccc2cccnc12	-3.7	3.5	-5.4
O=C(NCC(c1ccccc1)N1CCCCCC1)c1cn(Cc2c(F)cccc2F)nn1 (stereo not given)	2.1	-2.4	·
Cc1ccc(S(=O)(=O)NCCNc2nc(-c3ccccc3Cl)nc3ccccc23)cc1	2.6	5.4	-3.8
Cc1ccc(C)c(C(=O)Nc2ccc(NC(=O)C3CC3)cc2)c1	-15.2	9.5	·
COc1ccc2nc(N(CCCN3CCOCC3)C(=O)c3cc(C)on3)sc2c1	-9.6	3.9	-7.2
CCN(CC(=O)NCc1ccc(F)cc1)S(=O)(=O)c1ccc(Cl)s1	-6.7	-7.9	-13.4
CN1CCC(OCCCn2ccnc2-c2ccc(O)c(Cl)c2)CC1	-4.1	5.3	·
O=C(Cn1ccnc1)N(c1ccccc1)C1CCS(=O)(=O)C1 (stereo not given)	0.5	1.8	·
O=C(c1cccc2cccnc12)N1CCn2cncc2C1	-7.0	-0.3	-7.6
CCN(CC)C(=O)c1[nH]c2c(c1C)C(=O)CC(C)(C)C2	-9.3	-0.7	·
O=C(O)C1=CCCOc2ccccc21	-3.4	21.4	-9.2

21 of the compounds above, with bars between the fields.
Compound | hcGAS inh | NPYLR7 ag | mcGAS lum
CC(c1ccccc1)n1cnnc1Cn1cccn1 (stereo not given) | -10.1 | -1.2 | ·
CC(C)(Oc1ccc2c(c1)CCC2)C(=O)NCC1(O)CCCNCC1 (stereo not given) | -9.2 | 16.7 | ·
CS(=O)(=O)c1cc(C(=O)Nc2cc(Cl)ccc2F)ccc1Cl | 10.7 | -2.0 | ·
CSc1ncc(CNC(=O)C(C)n2ccnc2C(C)C)n1C (stereo not given) | -5.4 | 6.1 | -14.4
O=C(NC1CCN(C(=O)C2(c3ccccc3)CC2)CC1)C1CCC1 | 0.9 | -23.1 | ·
CNC(=S)N(CCc1ccc(OC)c(OC)c1)C1CC(=O)N(c2ccccc2)C1=O (stereo not given) | 0.2 | 4.2 | -3.6
O=S(=O)(/C=C/c1ccccc1Cl)NCc1nc(C2CC2)no1 | -4.0 | 7.3 | -15.3
C=CCOc1cccc(CNn2nnnc2N)c1 | -5.2 | 0.9 | ·
Cc1ccccc1CNc1ncnc2c1ncn2C1OC(CO)C(O)C1O (stereo not given) | -10.0 | 77.8* | -6.2
CCC(O)CN(Cc1ccc(C)s1)C(C)C (stereo not given) | -7.2 | 3.8 | -8.9
CCN(Cc1nc2cc(Cl)ccc2c(=O)[nH]1)Cc1cccc2cccnc12 | -3.7 | 3.5 | -5.4
O=C(NCC(c1ccccc1)N1CCCCCC1)c1cn(Cc2c(F)cccc2F)nn1 (stereo not given) | 2.1 | -2.4 | ·
Cc1ccc(S(=O)(=O)NCCNc2nc(-c3ccccc3Cl)nc3ccccc23)cc1 | 2.6 | 5.4 | -3.8
Cc1ccc(C)c(C(=O)Nc2ccc(NC(=O)C3CC3)cc2)c1 | -15.2 | 9.5 | ·
COc1ccc2nc(N(CCCN3CCOCC3)C(=O)c3cc(C)on3)sc2c1 | -9.6 | 3.9 | -7.2
CCN(CC(=O)NCc1ccc(F)cc1)S(=O)(=O)c1ccc(Cl)s1 | -6.7 | -7.9 | -13.4
CN1CCC(OCCCn2ccnc2-c2ccc(O)c(Cl)c2)CC1 | -4.1 | 5.3 | ·
O=C(Cn1ccnc1)N(c1ccccc1)C1CCS(=O)(=O)C1 (stereo not given) | 0.5 | 1.8 | ·
O=C(c1cccc2cccnc12)N1CCn2cncc2C1 | -7.0 | -0.3 | -7.6
CCN(CC)C(=O)c1[nH]c2c(c1C)C(=O)CC(C)(C)C2 | -9.3 | -0.7 | ·
O=C(O)C1=CCCOc2ccccc21 | -3.4 | 21.4 | -9.2

Rows were taken by chance; 0.29% or so of the library scored in one or more.
